PREPL inhibitor: inhibits the human prolyl oligopeptidase-like enzyme; actives 0.68% (n = 320,000); inhibition, % at 5.96 µM; recombinant PREPL, fluorescence polarization activity-based probe; AID 2751; Q4J6C6; in the data active = inhibition above about 43%;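 also: 0% = enzyme with DMSO and 100% = wells lacking enzyme; many of its hits are not listed in these tables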
pPAFAH inh: inhibitors of human plasma PAF acetylhydrolase (pPAFAH) | Q13093 | recombinant pPAFAH, FP-rhodamine probe fluorescence polarization | inhibition, % at 3.39 µM | actives 1.5% (n = 330,000);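 active = inhibition above the mean inhibition across the screen plus 3 SD, cut at about 25% in these data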;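 also: inhibitors block binding of the rhodamine activity-based probe so polarization drops; 0% = enzyme with DMSO and 100% = wells lacking pPAFAH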
Target sequence (Q13093 whole entry, looked up): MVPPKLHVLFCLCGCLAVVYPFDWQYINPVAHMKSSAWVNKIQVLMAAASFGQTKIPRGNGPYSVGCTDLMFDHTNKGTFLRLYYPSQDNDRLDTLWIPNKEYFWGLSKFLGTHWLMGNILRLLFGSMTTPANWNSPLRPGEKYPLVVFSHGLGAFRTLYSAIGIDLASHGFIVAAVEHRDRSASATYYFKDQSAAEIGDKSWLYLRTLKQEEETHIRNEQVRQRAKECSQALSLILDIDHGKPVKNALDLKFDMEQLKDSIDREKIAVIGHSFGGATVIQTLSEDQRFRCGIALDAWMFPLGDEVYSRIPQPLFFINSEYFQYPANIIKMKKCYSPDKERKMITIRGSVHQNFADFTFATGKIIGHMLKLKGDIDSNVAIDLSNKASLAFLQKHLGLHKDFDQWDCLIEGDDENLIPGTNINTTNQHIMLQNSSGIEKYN
PAD4 FP inh: blocks human protein arginine deiminase 4; AID 485272; recombinant PAD4, RCA probe fluorescence polarization; actives 0.41% (n = 330,000); inhibition, % at 6.36 µM;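 active = percent inhibition above a cutoff equal to the mean of all tested compounds plus 3 SD, cut at about 15% in these data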;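 also: 0% = PAD4 with RCA probe and DMSO and 100% = probe without PAD4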
PME-1 primary: PME-1 (human) inhibition. AID 2130. Q9Y570. actives 0.53% (n = 320,000). recombinant PME-1, FP-Rh probe fluorescence polarization. inhibition, % at 5.9 µM;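 active = inhibition above the campaign mean of all compounds plus 3 SD, cut at about 26% in these data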;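 also: competitive labeling of PME-1 active site by serine hydrolase directed probe; 0% = PME-1 with DMSO and 100% = wells lacking PME-1 enzyme; inhibitors block probe labeling so polarization falls and inhibition rises; many of its hits are not listed in these tables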
GSTO1 inh: counter-screen for RBBP9 inhibitors: inhibitors of human GSTO1; P78417; recombinant GSTO1, activity-based probe fluorescence polarization; inhibition, % at 5.96 µM; actives 1.1% (n = 300,000); AID 1974;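 active = inhibition above the campaign mean inhibition plus 3 SD, cut at about 35% in these data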;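 also: 0% = GSTO1-1 with DMSO and 100% = wells lacking GSTO1-1 enzyme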
Target sequence (P78417 whole entry, looked up): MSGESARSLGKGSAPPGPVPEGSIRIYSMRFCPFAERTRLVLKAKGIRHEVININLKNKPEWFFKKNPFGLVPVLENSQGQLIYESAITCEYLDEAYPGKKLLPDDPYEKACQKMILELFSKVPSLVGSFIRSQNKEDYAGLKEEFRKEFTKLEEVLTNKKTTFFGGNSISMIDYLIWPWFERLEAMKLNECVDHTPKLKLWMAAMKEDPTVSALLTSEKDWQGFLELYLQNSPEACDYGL
LYPLA1 inh: blocks human lysophospholipase 1, a PME1 counter-screen; AID 2174; O75608; inhibition, % at 5.9 µM; recombinant LYPLA1, FP-Rh probe fluorescence polarization; actives 0.16% (n = 320,000);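 active = inhibition above the mean of all tested compounds plus 3 SD, set per campaign, cut at about 14% in these data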;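 also: inhibitors block serine hydrolase probe labeling of LYPLA1 so polarization falls; 0% = enzyme with DMSO and 100% = wells lacking LYPLA1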
PAFAH1B3 inh: inhibitors of human PAFAH1B3; AID 492972; recombinant PAFAH1B3, FP-rhodamine probe, fluorescence polarization; actives 0.28% (n = 340,000); Q15102; inhibition, % at 3.39 µM;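 active = inhibition above the screen-wide average of all tested compounds plus 3 SD, cut at about 25% in these data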;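 also: 0% = enzyme with DMSO only and 100% = wells lacking PAFAH1B3 protein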
PAFAH1B2 FP inh: PAFAH1B2 (human) inhibition; AID 492953; P68402; actives 1.2% (n = 340,000); recombinant PAFAH1B2, FP-rhodamine activity probe, fluorescence polarization; inhibition, % at 3.39 µM;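 active = inhibition above the mean of all tested compounds plus 3 SD, cut at about 24% in these data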;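 also: 0% = enzyme with DMSO and 100% = wells lacking PAFAH1B2; many of its hits are not listed in these tables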
Target sequence (P68402 whole entry, looked up): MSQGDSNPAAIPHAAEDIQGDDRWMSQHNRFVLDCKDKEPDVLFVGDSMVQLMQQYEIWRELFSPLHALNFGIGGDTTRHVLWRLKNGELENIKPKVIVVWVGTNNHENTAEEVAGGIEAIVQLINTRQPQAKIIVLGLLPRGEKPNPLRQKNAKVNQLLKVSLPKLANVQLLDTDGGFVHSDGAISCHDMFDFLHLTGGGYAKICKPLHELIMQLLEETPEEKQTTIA
LYPLA2 counter: LYPLA2 (human) inhibition in PME1 counter-screen. inhibition, % at 5.9 µM. AID 2177. recombinant LYPLA2, FP-Rh probe fluorescence polarization. actives 0.38% (n = 320,000);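 active = inhibition above the screen-wide mean plus 3 SD, limit set per campaign, cut at about 26% in these data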;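 also: 0% = LYPLA2 with DMSO and 100% = wells lacking LYPLA2 enzyme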
* hit, by the source's call; · = no result given. Not all compounds are listed; the hit share may differ from the screen's.

SMILES	PREPL inhibitor	pPAFAH inh	PAD4 FP inh	PME-1 primary	GSTO1 inh	LYPLA1 inh	PAFAH1B3 inh	PAFAH1B2 FP inh	LYPLA2 counter
CC(NC(N)=O)C(=O)NCC(=O)OCc1ccccc1 (stereo unspecified)	-5	-4	2	-2	-3	2	1	6	6
CC(O)CNCc1ccc(Cl)cc1Cl (stereo unspecified)	3	3	-2	1	6	1	-3	-1	0
Cc1[nH]c(=S)[nH]c(=O)c1CCOc1ccccc1	6	2	1	-2	-8	-1	-6	1	1
CSCCC(NC(=O)c1ccc(Cl)cc1Cl)C(=O)OC(C)C(=O)NCc1ccco1 (stereo unspecified)	24	-3	1	-3	-8	0	-1	12	-3
CCOc1ccc(/C=N/n2c(SC)nnc(C(C)(C)C)c2=O)cc1	-2	9	0	-4	2	2	-2	2	9
CC(=O)NCCc1nc2ccccc2n1Cc1cccc(C)c1	1	6	-2	-1	5	4	8	-1	1
O=C(COC(=O)Cc1cccc(C(F)(F)F)c1)NCC1CCCO1 (stereo unspecified)	1	6	-3	3	9	2	7	-2	3
CCC(=O)Nc1ccccc1C(=O)OCc1ccc(C(=O)c2ccccc2)cc1	2	4	1	-1	1	-1	6	1	5
COc1cccc(/C=C/C(=O)OCC(=O)Nc2ccc(Cl)c(S(=O)(=O)N(C)C)c2)c1	-2	2	-11	-31	-16	-30	-1	-2	-48
Cn1ncc(Cl)c1C(=O)NCc1ccc2c(c1)OCO2	-5	1	-3	-3	-3	-3	6	6	-3
O=C(O)c1ccc(N/N=C/c2cc(Br)cs2)cc1	6	12	3	14	10	-1	17	14	-7
COc1cccc(/C=C/c2n[nH]c(=O)c(C#N)c2C)c1	6	-1	-5	-2	4	-2	0	7	-7
COC(=O)c1sccc1NC(=O)/C=C/c1ccc(Cl)cc1Cl	0	1	0	-1	1	3	1	3	3
CCCS(=O)(=O)N1CCC(C(=O)N2CCN(C(=O)OCC)CC2)CC1	-2	1	3	0	-1	2	-6	4	2
O=C(NCC1CC1)Nc1cccs1	8	7	1	-2	0	0	0	-2	2
Cc1cc(C(=O)CSc2nc(N)cc(=O)[nH]2)ccc1F	-5	2	-1	2	-2	-3	1	1	3
Clc1cccc(-c2nnc(SC/C=C/c3ccccc3)n2Cc2ccco2)c1	4	-2	0	-1	4	-8	5	0	-7
CCN1CCCC1CNC(=O)c1cc(COc2ccc(C)c(C)c2)on1 (stereo unspecified)	-25	-1	-7	-9	0	0	-3	-1	1
N#CC1=C(N)OC2=C(C(=O)CCC2)C1c1ccncc1 (stereo unspecified)	0	-5	3	-11	14	-4	6	1	-5
Cc1cccc(N2C(=O)/C(=C\c3ccc(OC(F)F)cc3)c3ccccc3C2=O)c1	-5	2	-11	-4	2	-5	8	5	5
CN(C)S(=O)(=O)N(CC(=O)Nc1ccccc1)c1ccccc1	4	5	-4	0	-4	1	-3	-2	7
CCN(C(=O)COC(=O)c1c2c(nc3ccccc13)/C(=C/c1ccccc1)CC(C)C2)C1CCS(=O)(=O)C1 (stereo unspecified)	4	1	4	-5	-8	-5	-4	5	-15
Cc1ccc(Cl)cc1N1CCN(C(CC(C)C)c2nnnn2CC2CCCO2)CC1 (stereo unspecified)	18	-1	-1	0	12	-3	4	10	-8
Cc1cc(C)c2nc(SCC(=O)NCC3CCCO3)c(C#N)cc2c1 (stereo unspecified)	24	1	-5	0	4	1	2	0	6
O=C(COc1ccc([N+](=O)[O-])cc1Cl)N1CCc2ccccc21	39	10	-4	·	·	·	10	4	·

Rewritten as labelled records: part of the list above
O=C(NCC1CC1)Nc1cccs1
  PREPL inhibitor: 8; pPAFAH inh: 7; PAD4 FP inh: 1; PME-1 primary: -2; GSTO1 inh: 0; LYPLA1 inh: 0; PAFAH1B3 inh: 0; PAFAH1B2 FP inh: -2; LYPLA2 counter: 2

Cc1cc(C(=O)CSc2nc(N)cc(=O)[nH]2)ccc1F
  PREPL inhibitor: -5; pPAFAH inh: 2; PAD4 FP inh: -1; PME-1 primary: 2; GSTO1 inh: -2; LYPLA1 inh: -3; PAFAH1B3 inh: 1; PAFAH1B2 FP inh: 1; LYPLA2 counter: 3

Next compounds
SMILES	PREPL inhibitor	pPAFAH inh	PAD4 FP inh	PME-1 primary	GSTO1 inh	LYPLA1 inh	PAFAH1B3 inh	PAFAH1B2 FP inh	LYPLA2 counter
CCCCC(=O)NC(c1ccccc1Cl)c1c(O)ccc2ccccc12 (stereo unspecified)	9	-13	-1	45*	-1	-6	7	3	-3
COc1ccc(S(=O)(=O)N[C@@H](Cc2ccccc2)C(=O)N2CC[C@@]3(O)CCCC[C@H]3C2)cc1	11	-8	-7	0	3	-1	1	-1	-1
Cc1cc(C)n2nc(CC(=O)NC3CCCCCC3)nc2n1	7	5	-6	-1	4	-2	12	8	2
O=C(O)CSc1ncccc1C(=O)O	4	-1	2	-2	-1	1	7	1	-3
CC1=CC(=O)c2c(O)ccc(O)c2C1=O	35	70*	23*	26	69*	-4	·	·	25
CN(C)C1=NC[C@H](Cc2ccccc2)N1CCCCc1ccccc1	19	-1	-8	4	1	-3	1	6	-11
CC(=O)c1ccc(NC(=O)C(Cc2ccccc2)n2cccc2)cc1 (stereo unspecified)	9	4	5	4	18	0	5	6	6
Cn1c(-c2cc3ccccc3oc2=O)nc2ccccc21	1	4	0	4	5	-5	8	4	3
CC(=O)Cc1nsc(NC(=O)c2cc(-c3cccc(C(F)(F)F)c3)oc2C)n1	11	-3	-4	-3	-3	-1	-4	-1	-7
Oc1ccc(F)c2cccnc12	0	2	0	2	17	-1	13	5	0
O=C1N=C(N2CCCCC2)SC1=C1CCCC1	6	-1	2	5	1	0	11	0	-2
Cc1cc(C)c(NC(=O)CS(=O)CC(=O)NC2CCCc3ccccc32)c(C)c1 (stereo unspecified)	-4	4	-4	5	-29	-4	8	3	1
O=S(=O)(c1cccs1)N1CN(C2CCCC2)c2nc3ccccc3nc21	13	3	3	4	11	-4	·	·	0
O=C(CSc1n[nH]c(-c2ccncc2)n1)Nc1ccccc1Cl	12	3	-5	5	-1	-1	14	2	-2
Cc1ccc(-c2cccc([C@H]3[C@@H]4C=CC[C@@H](C)[C@@H]4C(=O)N3Cc3ccccc3)c2)cc1	·	1	6	·	·	·	7	6	·
CN1C(=S)SC2CS(=O)(=O)CC21C (stereo unspecified)	20	4	1	1	-14	0	12	8	-5
CCNC1CCS(=O)(=O)C1 (stereo unspecified)	-4	3	-9	-5	4	-2	5	1	-5
COc1cc(/C=C2\SC(=Nc3ccccc3)N(Cc3ccco3)C2=O)ccc1OC(C)C(=O)O (stereo unspecified)	13	13	-2	0	-8	-2	5	-4	4
Cc1cc(C(=O)OC(C(=O)Nc2ccc(C)c(Cl)c2)c2ccccc2)c(C)o1 (stereo unspecified)	1	-26	0	-56	-10	-33	-29	-16	-66
CCOc1ccc(C(=O)NC(C(=O)NCc2ccccc2OC)C(C)C)cc1 (stereo unspecified)	0	4	-2	6	3	-2	6	5	2
COC(=O)CSc1nnc(CNS(=O)(=O)c2ccc(Br)cc2)n1C	3	3	0	4	2	-4	3	6	0
O=c1c([N+](=O)[O-])c[nH]c2ccccc12	-7	8	-3	2	3	2	6	3	-2
COc1ccccc1NC(=O)CSc1nnc(Cn2c(=O)sc3ccccc32)n1C	-9	4	3	-3	-1	-1	12	1	-1
CCOC(=O)CSC1=Nc2ccccc2C2=NC(CC(=O)NCc3ccccc3)C(=O)N12 (stereo unspecified)	-10	3	2	5	0	1	10	3	1
O=C(COC(=O)c1cccnc1SC(F)F)NC1CC1	3	1	0	2	·	-1	10	8	-2
Additional compounds.
SMILES	PREPL inhibitor	pPAFAH inh	PAD4 FP inh	PME-1 primary	GSTO1 inh	LYPLA1 inh	PAFAH1B3 inh	PAFAH1B2 FP inh	LYPLA2 counter
Cc1cc(C)c(S(=O)(=O)N2CCCC(C(=O)NC3CCCC3)C2)c(C)c1 (stereo unspecified)	-5	4	-4	-2	0	-4	7	6	1
CC1=C(C(=O)N2CCOCC2)C(c2cc(C)ccc2C)NC(=S)N1 (stereo unspecified)	1	-4	-2	-5	5	0	4	3	-3
Cc1cc(C)n(-c2ccc(C(=O)OCn3nnc4ccccc4c3=O)cc2)n1	-33	19	-3	4	-1	-7	5	4	7
O=C1CCN(Cc2ccccc2)CCN1[C@H](CO)c1ccccc1	13	0	6	0	7	0	5	0	2
Cc1ccc(CN2CCN(CC(=O)N3CCc4ccccc4C3)C2=O)cc1	2	-2	-2	-2	3	-2	·	·	4
COc1ccc(C2c3[nH]c4ccccc4c3CCN2C(=O)c2ccc(=O)n(C)n2)c(F)c1 (stereo unspecified)	11	-2	2	7	-1	2	9	-6	2
Cc1c(OCC(=O)NCCN2CCOCC2)ccc2c(-c3ccccc3)cc(=O)oc12	1	8	0	3	4	-5	5	6	-5
Cc1nc(NCC2CCCO2)c2nnn(Cc3ccccc3)c2n1 (stereo unspecified)	17	2	4	1	1	3	4	0	6
CC(C)CC(=O)Nc1ccc(C(=O)Cn2c(=O)oc3ccccc32)cc1	14	6	2	3	-2	-4	-5	0	12
COCCCNC(=O)c1ccc([N+](=O)[O-])c(Cl)c1	5	6	-7	6	0	-3	8	0	-3
Cc1nc(C(=O)Nc2ccccc2)sc1C(=O)Nc1ccccc1	11	0	-2	-3	0	-1	0	6	1
COc1ccc(CNC(=O)N2CCN(c3ccccc3OC)CC2)cc1	12	1	-11	5	10	0	9	4	3
CCCCC(CC)C(=O)N1CCN(C(=O)c2ccco2)CC1 (stereo unspecified)	0	2	-3	4	5	-1	0	1	8
CCOC(=O)CC1C(=O)NCCN1S(=O)(=O)c1ccc(Cl)c(Cl)c1 (stereo unspecified)	-2	-2	5	3	0	-3	-5	8	-5
Cc1onc(-c2ccccc2)c1C(=O)Nc1ccc(Cl)cn1	-8	6	1	-15	7	-1	6	0	4
CCCNC(=O)c1ccc(N2CCC3(CC2)CC(c2cccc(Br)c2)=NO3)c(NC(=O)c2ccco2)c1	7	-6	-3	-11	-10	-14	-2	2	-21
CSc1nc(C)cc(SCCO)n1	6	4	-8	-4	-2	0	2	1	1
O=C(OCC(=O)N1CCOCC1)c1ccc(O)cc1	6	2	0	1	8	1	12	4	1
CCc1noc(C)c1C(=O)NNC(=O)COc1cc(C)ccc1C	19	-3	2	4	·	7	15	6	3
CCc1cccc(NS(=O)(=O)c2ccc3c(c2)oc(=O)n3C)c1	0	16	-1	2	14	-1	2	2	2
CCOC(=O)N1CCN(C(=O)c2cccc(OC)c2OC)CC1	-2	4	-1	-5	-3	1	3	3	-3
Cc1ccc(-n2c(SCC(=O)O)nc3sc4c(c3c2=O)CCCC4)cc1	2	1	-8	-3	5	1	-1	2	6
CCC(C)(C)n1nnnc1C(c1ccccn1)N1CCCCC1 (stereo unspecified)	-8	-1	0	-11	-2	0	2	0	-2
COC(=O)C1(Cc2cc(-c3cccnc3)no2)CCN(C(=O)OC(C)(C)C)CC1	5	6	-5	3	8	-3	4	-5	-3
COc1cccc(COC(=O)C2CCN(C(=O)c3ccccc3C)CC2)c1OC	12	12	-7	7	-1	0	0	-1	6
N#C/C(=C\c1cn[nH]c1-c1ccccc1Br)C(=O)O	-4	-1	4	-2	9	-1	3	2	-6
CCCC1CCC(=NNC(=S)NCCc2ccccc2)CC1 (stereo unspecified)	2	0	6	-3	8	2	6	15	-3
CCOC(=O)c1c(S(=O)(=O)NCC(=O)Nc2ccc(F)cc2F)c(C)n(C)c1C	4	0	3	1	1	-2	1	2	1
